# Source: PubChem
# S3 lipid droplet: qHTS Assay for Lipid Storage Modulators in Drosophila S3 Cells; actives 0.64% (n = 320,000); Drosophila S3 cells, BODIPY lipid droplet fluorescence, 18-24 h; cells fed with added oleic acid; Potency in µM for hits, for the others lipid storage change, negative = inhibition, % at the top dose, mostly 46.1 µM; active = well fitted inhibition curve with a large enough effect in the signal ratio, with a control signal flat, not every such curve was filed as active; inconclusive = small, poorly fitted or top-dose-only effect, or effect the other way, or a change in a side signal; the % refers to the signal ratio
#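 Drosophila S3 cells loaded with oleic acid (400 uM, as added) and compounds at several concentrations; lipid droplets imaged by 488-nm laser-scanning cytometry, 500–530 nm intensity and object ratio to cell channel. Percent activity normalized to 20 uM Triacsin C.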
# S3 lipid droplet cell count max: second read-out of S3 lipid droplet, no call of its own (marks repeat the call); cell number change, %; measured here: cell count max response;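 cells counted by Cell Tracker Red CMTPX staining in the red channel; peak over a dose series mostly up to 46.1 µM; percent activity relative to internal control wells on each plate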
# An asterisk follows results filed as active; i = inactive; ? = inconclusive; / = not tested or not shown. % is scaled to controls: 0 for no effect and ±100 for the full control effect; potency is read from the fitted curve at half-maximal effect.
# Results follow in this order: S3 lipid droplet, S3 lipid droplet cell count max
O=C(c1ccc(F)cc1)N1CCC(C(=O)N2CCN(S(=O)(=O)c3cccc([N+](=O)[O-])c3)CC2)CC1
→ 17%, /
Cc1cc2occ(CC(=O)O)c2cc1C
→ ?, /
Cc1cccc(C(=O)N[C@H](C(=O)Nc2nnc(C3CC3)s2)C(C)C)c1
→ 15%, 9
CCOC(=O)C1CCN(Cc2ccccc2C(F)(F)F)CC1
→ 5%, -25
COc1ccccc1C(=O)NCCC(=O)Nc1cccnc1
→ ?, /
COC(=O)Cn1nc(-c2ccccc2)c2ccccc2c1=O
→ ?, /
C=CCNC(=O)c1onc(CSc2ccc(OC)cc2)c1C(=O)O
→ 1%, 2
CC(=O)Nc1c(C)ccc2nsnc12
→ ?, /
CSCCC(NC(=O)C12CC3CC(CC(C3)C1)C2)C(=O)OCC(=O)c1ccccc1 (configuration not stated)
→ 9%, 12
CNC(=O)c1ccsc1NC(=O)CCS(=O)(=O)c1ccc(C)cc1
→ ?, /
CCNC(=O)CN(C1CCCCC1)S(=O)(=O)c1ccc(F)cc1
→ 7%, 1
CC(C)CN(CC(C)C)CC(O)CN(c1ccccc1)S(=O)(=O)c1ccccc1[N+](=O)[O-] (configuration not stated)
→ ?, /
COc1ccc(CC(=O)NCC2CCCN(Cc3ccc(F)cc3F)C2)cc1 (configuration not stated)
→ 2%, -1
O=C(NCC(=O)N1CCOCC1)c1ccc(Br)cc1
→ ?, /
Cc1ccc(C(=O)N2NC(c3ccc(F)cc3)C3C(=O)N(c4ccc(C)c(C)c4)C(=O)C32)cc1 (configuration not stated)
→ ?, /
Cn1cnnc1SC/C(O)=C(\C#N)c1nc2ccccc2[nH]1
→ ?, /
CC(C(=O)Nc1ccccc1-c1ccccc1)N1CCCCC1 (configuration not stated)
→ ?, /
CC[C@H](C)[C@H](NC(N)=O)C(=O)NCCc1ccc(Cl)cc1
→ ?, /
CC1CCc2c(sc3nc(C(C)(C)C)nc(N4CCN(C(=O)CCl)CC4)c23)C1 (configuration not stated)
→ ?, /
COc1ccc(/C(O)=C2/C(=O)C(=O)N(CCN(C)C)C2c2ccc(F)cc2)cc1Cl (configuration not stated)
→ 6%, 0
c1ccc(CNc2nc(CN3CCOCC3)nc3scc(-c4ccccc4)c23)cc1
→ ?, /
CC(C)(C)C(=O)N1CCN(c2ccc(NC(=O)c3ccc4c(c3)OCCO4)cc2)CC1
→ 16µM*, -3.5*
O=C1CC(c2cc3c(cc2Br)OCO3)C2=C(CCCC2=O)N1 (configuration not stated)
→ ?, /
N#Cc1ccc(CSc2nnc(-c3c[nH]c4ccccc34)n2-c2ccccc2)cc1
→ ?, /
CC(=O)OC(c1nc2ccccc2c(=O)n1C1CC2(OC1=O)c1ccccc1N1C(=O)C(C)(C)N(O)C12)C(C)C (configuration not stated)
→ -3%, -12
O=C(OCCNc1ccc(C(F)(F)F)cc1[N+](=O)[O-])c1cc2ccccc2oc1=O
→ -5%, -1
CS/C(=N\S(=O)(=O)c1cccs1)Nc1ccc(F)c(Cl)c1
→ 11%, 4
Cc1ccccc1C(=O)Nc1sc2c(c1C(=O)O)CCC2
→ 2%, 10
OC[C@@H](O)[C@@H](O[C@H]1O[C@H](CO)[C@@H](O)[C@H](O)[C@H]1O)[C@H](O)[C@@H](O)CO
→ -1%, 8
NNC(=O)c1c(O)c2cccc3c2n(c1=O)CCC3
→ 21%, 3
O=C(NCSc1ccnc(SCNC(=O)c2ccccc2)n1)c1ccccc1
→ ?, /
Cc1ccccc1OCC(=O)NCCc1nc2ccccc2[nH]1
→ 8%, -8
O=C(OCC(=O)N1CCOCC1)c1ccc(F)cc1Cl
→ ?, /
COc1ccc(NC(=O)CN(C)C(=O)Cn2cnc3c2c(=O)n(C)c(=O)n3C)cc1
→ 2%, 0
Cc1nnc(SC(C)C(=O)Nc2ccc3ccccc3c2)[nH]c1=O (configuration not stated)
→ ?, /
Cc1ccc(SCc2cc(-c3ccc(Cl)cc3)on2)cc1
→ -6%, 27
C=CCOCCN(C)C1=NS(=O)(=O)c2cc([N+](=O)[O-])ccc21
→ ?, /
COc1cc2c(cc1OC)C(=O)CC(C)S2 (configuration not stated)
→ ?, /
Cc1ccc(NC(=O)CNC(=O)c2sc3ccccc3c2Cl)nc1
→ i, -1
O=C(CSc1n[nH]c(=O)[nH]c1=O)NC1CCCCC1
→ ?, /
CCN(CC)CCCN1C(=O)C(O)=C(C(=O)c2ccc(C)o2)C1c1cccs1 (configuration not stated)
→ -22%, -20
COc1cccc(Nc2nc(CN3CCOCC3)nc3sc4c(c23)CCCC4)c1
→ -12%, -14
CC1(C(=O)OCC(=O)c2c[nH]c3ccccc23)CC1(Cl)Cl (configuration not stated)
→ i, 8
CCCCNC(=O)Cn1cnc2c(cnn2-c2ccc(C)cc2)c1=O
→ ?, /
COCC(C)n1c(C)cc(C(=O)COC(=O)c2c(C)nn(-c3ccccc3)c2C)c1C (configuration not stated)
→ ?, /
CC(C)(C)NC(=O)C(c1ccccn1)N(C(=O)c1csnn1)C1CCCCC1 (configuration not stated)
→ -2%, -1
COc1ccc2[nH]cc(CCNC(=O)Cc3ccc(F)cc3)c2c1
→ 20%, /
C=CCNC(=O)c1sc(=S)n(-c2ccc(C(=O)OCC)cc2)c1N
→ ?, /
Cc1cc(S(=O)(=O)N2CCC(N3CCCCC3)CC2)ccc1-n1cnnn1
→ ?, /
Nn1cc(-c2ccccc2)nc1SCC(=O)N1CCN(S(=O)(=O)c2ccc3ccccc3c2)CC1
→ ?, /

# The list goes on:
# Results follow in this order: S3 lipid droplet, S3 lipid droplet cell count max
CC1CCN(CC(=O)Nc2nc(-c3ccccc3)cs2)CC1
→ -5%, 11
Cc1ccc(S(=O)(=O)N2CCN(C(C)C(=O)Nc3ccccc3-c3ccccc3)CC2)cc1 (configuration not stated)
→ ?, /
O=C(O)Cn1cc(CN2CCOCC2)c2ccccc21
→ ?, /
Cc1onc(-c2c(Cl)cccc2Cl)c1C(N)=S
→ ?, /
O=C(CSc1ccccn1)c1ccc2c(c1)OCO2
→ ?, /
CCCc1nn(C)c(C(=O)Nc2cccc(CC)c2)c1Cl
→ ?, /
Cc1ccc(CNc2nc(N)c([N+](=O)[O-])c(NCc3ccccc3)n2)cc1
→ 20%, -3
Cc1cc(C(=O)N/N=C2\CCCC(=O)C2)c2ccccc2n1
→ ?, /
CCOC(=O)C1Cc2c([nH]c3ccccc23)CN1 (configuration not stated)
→ ?, /
NC(=O)CSc1nnc(C2CC2)n1-c1ccccc1
→ 8%, 11
COc1ccc2[nH]c(=O)c(CN(C(=O)C(C)C)c3ccccc3OC)cc2c1
→ ?, /
Cc1nc2sc(C(c3ccc(Cl)cc3)N3CCOCC3)c(O)n2n1 (configuration not stated)
→ 3%, 2
O=C(NNC(=S)Nc1ccccc1C(F)(F)F)C1CC1
→ -17%, -15
CCCN(CC(=O)Nc1ccccc1C)C(=O)c1ccc(N2CCCC2=O)cc1
→ ?, /
CC(=O)Nc1ccc(OCCOc2ccc(/C=C3/C(=N)N4C=CSC4=NC3=O)cc2)cc1
→ ?, /
O=S(=O)(c1ccc(S(=O)(=O)N(Cc2ccc(F)cc2)C2CCCC2)cc1)N1CCCC1
→ ?, /
COc1ccc(CNC(=O)c2ccc(CS(=O)Cc3cccc(Cl)c3)o2)cc1 (configuration not stated)
→ i, /
Cc1cccc(N(Cc2ccccc2)C(=O)c2ccc(F)c(S(=O)(=O)N3CCOCC3)c2)c1
→ ?, /
COc1ccccc1N(Cc1cc(=O)[nH]c2ccccc12)C(=O)C(C)C
→ ?, /
Cc1nc(C)n(C(C)CNS(=O)(=O)c2ccc(C)c(C)c2)n1 (configuration not stated)
→ ?, /
C[N+]1(CC(=O)OCCCc2ccccc2)CCCCC1
→ 1%, 0
O=c1c(-c2nc3ccccc3o2)c2oc3ccccc3n2c2ccccc12
→ ?, /
O=C(CN1C(=O)CCSc2ccccc21)NC1CCCCC1
→ i, /
COc1ccc(-c2csc(Nc3ccc(S(=O)(=O)Nc4cc(C)on4)cc3)n2)cc1C
→ ?, /
Cc1ccc(CCNC(=O)CNC(=S)N(Cc2ccccc2)Cc2cccnc2)cc1
→ ?, /
CCOC(=O)C(C)Oc1cccc2c(=O)n(CC(=O)NCCc3ccccc3)ccc12 (configuration not stated)
→ ?, /
NC(=O)NC(CC(=O)NCCc1ccc(S(N)(=O)=O)cc1)c1ccccc1Cl (configuration not stated)
→ ?, /
OCCCNC(=S)Nc1ccc2nc(-c3ccccn3)c(-c3ccccn3)nc2c1
→ ?, /
CC(Sc1nncs1)C(=O)Nc1ccc2c(c1)OCO2 (configuration not stated)
→ ?, /
COc1ccccc1C(=O)Nc1ccnn1C1CCN(Cc2ccc3nonc3c2)CC1
→ i, /
O=C(Nc1ccccc1)N1CCCN(c2c(Cl)cncc2Cl)CC1
→ 6%, /
CCOC(=O)C1CCCN(C(=O)c2cccc(NC(=O)C(CC)CC)c2)C1 (configuration not stated)
→ ?, /
COc1cccc(Nc2nc(-c3cccc(N4C(=O)c5ccccc5C4=O)c3)cs2)c1
→ ?, /
CCOC(=O)N1CCN(S(=O)(=O)c2ccc(C)c(C)c2C)CC1
→ ?, /
CCC1(C)Cc2nc3[nH]c(=S)n(-c4ccccc4C)c(=O)c3cc2CO1 (configuration not stated)
→ ?, /
CCN(C(C)=O)c1ccc(Oc2nc(OC)cc(OC)n2)cc1
→ 15%, -7
CN(CC(=O)Nc1ccccc1Br)C(=O)c1cccnc1Nc1cccc(C(F)(F)F)c1
→ ?, /
O=C1NC(c2cccc(Br)c2)=N/C1=C\c1ccco1
→ i, 21
O=C(/C=C/c1cccc(F)c1)NCCCn1ccnc1
→ ?, /
O=C(CCC(=O)OCc1ccc([N+](=O)[O-])cc1)Nc1ccccc1Cl
→ ?, /
C=CCSc1nc2c(c(=O)[nH]c(=O)n2C)n1C/C=C(/C)Cl
→ ?, /
CC(C)NC(=O)COc1cccc2ccccc12
→ ?, /
CCN(CC)C(=O)C12CC3CC(CC(Cl)(C3)C1)C2
→ -6%, -5
CN(C)c1cc(N/N=C/c2ccccc2C(F)(F)F)nc(N(C)C)n1
→ ?, /
O=C(Nc1ccc(Cl)c(Cl)c1)c1ccc(Cl)c(Cl)c1
→ ?, /
COc1cccc(NC(=O)C(c2ccccc2)N2CCCCC2)c1 (configuration not stated)
→ 13%, 15
CC(=O)Nc1ccccc1-c1nc2ccccc2nc1OCC(=O)c1ccc2ccccc2c1
→ ?, /
Nc1nnc(CSCc2ccccc2Cl)s1
→ -1%, /
O=C(O)CC(NC(=O)COc1ccc(Cl)cc1Cl)C(=O)O (configuration not stated)
→ ?, /
O=C(Nc1cccc(Cl)c1)c1cccc(Oc2ccc([N+](=O)[O-])cc2Cl)c1
→ ?, /

# Following part.
# Results follow in this order: S3 lipid droplet, S3 lipid droplet cell count max
COCc1nc2oc3ccc(C)cc3c(=O)c2cc1C(=O)OC
→ 1%, -4
O=C(Nc1cc(Cl)ccc1N1CCOCC1)c1ccc(N2CCCC2=O)cc1
→ ?, /
O=C(NCc1cccs1)C(=O)c1cn(CC(=O)N2CCCC2)c2ccccc12
→ -4%, 1
CN1CCc2c(sc3nc(SCC(=O)N4CCCCC4)n(-c4ccccc4)c(=O)c23)C1
→ i, 9
O=C(CSc1ccc(-c2ccncc2)nn1)c1ccc(Cl)cc1
→ -8%, 3
CCOc1ccc(S(=O)(=O)NCCC(=O)NCC2(N3CCCCC3)CCCCC2)cc1
→ ?, /
COC(=O)c1ccc(C)c(NS(=O)(=O)c2ccc(OC)c(OC)c2)c1
→ 2%, 9
CN1C(=O)NC(c2ccccc2)C2=C1CN(CCc1ccccc1)C2=O (configuration not stated)
→ 4%, -18
COc1ccc(C(=O)Oc2cccc(Nc3ncnc4ccccc34)c2)cc1OC
→ ?, /
COc1cc(OC)c(NC(=O)CNC(=O)Cn2ccc3ccccc3c2=O)cc1Cl
→ -21%, 23
CCc1ccc(CN(C)C(=O)c2cc(COc3cccc4cnccc34)on2)cc1
→ i, 15
O=C(NC1CCCN(CCc2ccccc2)C1)C1CCCC1 (configuration not stated)
→ -3%, 8
COc1ccc(OC)c(/C=C2\SC(=S)N(NS(=O)(=O)c3ccc(C)cc3)C2=O)c1
→ ?, /
CCOc1ccc2c(c1)sc(=NC(=O)C1CC1)n2C
→ 11%, -18
CSc1ccccc1NC(=O)CN(C)C(=O)CNc1ccc(C(F)(F)F)cc1[N+](=O)[O-]
→ ?, /
CCCS(=O)(=O)N1CCC(C(=O)NCCN(C)Cc2ccccc2)CC1
→ 9%, 3
CCOC(=O)N1CCC(NC(=O)C2CCCN(C(=O)N3CCOc4ccccc43)C2)CC1 (configuration not stated)
→ i, 8
O=C(NCc1ccc2c(c1)OCO2)c1nc(S(=O)(=O)Cc2ccccc2F)ncc1Cl
→ ?, /
CS(=O)(=O)N(CC(=O)Nc1ccc(Cl)c(Cl)c1)C1CCCCC1
→ ?, /
CC1CCCCC1NC(=O)CN1C(=O)NC(C)(c2cccc(Br)c2)C1=O (configuration not stated)
→ ?, /

# Some of the compounds tested, so the mix of outcomes need not match the whole.
